From PubChem BioAssay
TMEM16A inh: inhibitors of mouse TMEM16A calcium-activated chloride channel. HEK293 TMEM16A/YFP iodide influx fluorescence, ionomycin. hit rate 1.2% among 310,000. normalized B-score (activity score, 25-100; higher = stronger inhibition) at 10 µM;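 active means ratio plate-corrected score three or more library SD toward inhibition, starting fluorescence score within five deviations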;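 further: score derived from kinetic fluorescence span divided by baseline fluorescence per well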
KCNK3 inh: human KCNK3 channel inhibition, primary screen; O14649; hit rate 0.84% among 340,000; B-score at 10 µM; CHO-KCNK3 thallium flux, FluxOR fluorescence; stronger effect = lower value;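 active means B-score under library mean minus 4 SD, starting fluorescence ratio at most library mean plus 5 SD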;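 further: more negative B-score means stronger inhibition of thallium flux through KCNK3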
HDAC3 inhib: inhibitors of human histone deacetylase 3. recombinant HDAC3, fluorogenic peptide/trypsin coupled, fluorescence. inhibition, % at 8.3 µM. hit rate 0.15% among 320,000; in the data active means inhibition above about 26%, passing the limit was not always enough; inconclusive means no clear call, values can overlap the other calls
Target sequence (O15379 whole entry, looked up): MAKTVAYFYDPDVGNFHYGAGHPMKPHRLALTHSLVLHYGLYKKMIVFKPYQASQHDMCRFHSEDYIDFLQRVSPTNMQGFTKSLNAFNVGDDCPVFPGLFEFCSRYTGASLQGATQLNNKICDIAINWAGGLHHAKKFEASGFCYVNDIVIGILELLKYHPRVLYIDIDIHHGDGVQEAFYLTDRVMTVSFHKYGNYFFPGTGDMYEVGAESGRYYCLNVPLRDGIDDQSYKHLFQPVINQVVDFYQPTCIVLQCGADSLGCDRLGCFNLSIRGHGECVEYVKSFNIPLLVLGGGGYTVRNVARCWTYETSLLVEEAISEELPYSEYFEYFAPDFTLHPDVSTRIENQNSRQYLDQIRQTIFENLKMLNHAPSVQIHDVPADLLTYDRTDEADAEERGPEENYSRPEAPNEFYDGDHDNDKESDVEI
RGS4 pot: potentiators or activators of RGS4; hit rate 0.92% among 310,000; AID 463111; B-score at 10 µM; HEK293 M3R/inducible RGS4, carbachol calcium flux Fluo4; stronger effect = lower value;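 active means B-score of the integrated calcium signal more than 4 SD below the library mean, with starting fluorescence not abnormally high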;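 further: negative B-score means reduced calcium response which marks RGS4 activation or potentiation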
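Assay system: HEK293 FlpIn-TREx cells, stable M3R, doxycycline-inducible RGS4 / Probe or stimulus: carbachol, ECmax concentration / Times: overnight RGS4 induction, 30 min dye load 37 °C, 20 min compound RT / Signal: kinetic calcium fluorescence imaging with Fluo4-AM dye, 2 µM / Measure: Agonist-evoked peak-minus-minimum fluorescence over baseline, integrated ratio, B score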
RGS4 inh: human RGS4 inhibition | B-score at 10 µM | P49798 | HEK293 M3R/RGS4 inducible, Fluo-4 calcium flux; stronger effect = higher value; triggered by carbachol at its EC20 | hit rate 0.45% among 310,000;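 active means B-score, a plate-corrected calcium signal, over three deviations above library mean, with baseline fluorescence within five deviations of library mean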;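 further: RGS4 expression induced by doxycycline in cells with stable M3 receptor; B-score is computed from the integrated fluorescence ratio over baseline after carbachol; higher B-score means a larger calcium signal and so more RGS4 inhibition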
Target sequence (P49798 whole entry, looked up): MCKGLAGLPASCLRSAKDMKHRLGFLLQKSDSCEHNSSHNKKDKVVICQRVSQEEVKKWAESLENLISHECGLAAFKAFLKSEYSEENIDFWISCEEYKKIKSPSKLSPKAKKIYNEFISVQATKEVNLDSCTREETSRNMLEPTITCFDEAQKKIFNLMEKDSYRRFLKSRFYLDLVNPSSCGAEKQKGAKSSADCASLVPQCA
TMEM16A act: activates or potentiates the mouse TMEM16A chloride channel; Q8BHY3; HEK293 TMEM16A/YFP-H148Q/I152L, iodide quench fluorescence; stronger effect = lower value; B-score at 10 µM; hit rate 0.3% among 340,000; AID 623877;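 active means fluorescence-ratio B-score plate-corrected deviation score at least 3 library SD below zero, with starting fluorescence score within 5 deviations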;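 further: channel opened by trigger with iodide after compound preincubation; score built on the fluorescence ratio of max minus min over baseline; more negative score means more quench and so TMEM16A activation or potentiation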
KCNK9 block: human KCNK9 channel inhibition. Q9NPC2. hit rate 1.2% among 310,000. HEK293 KCNK9, FluxOR thallium flux fluorescence; stronger effect = lower value. AID 488922. B-score at 10 µM;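 active means ratio B-score over 3 SD below the library mean, with starting fluorescence within 5 SD of its mean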;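 further: negative B-score means less thallium flux so channel inhibition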
Target sequence (Q9NPC2 whole entry, looked up): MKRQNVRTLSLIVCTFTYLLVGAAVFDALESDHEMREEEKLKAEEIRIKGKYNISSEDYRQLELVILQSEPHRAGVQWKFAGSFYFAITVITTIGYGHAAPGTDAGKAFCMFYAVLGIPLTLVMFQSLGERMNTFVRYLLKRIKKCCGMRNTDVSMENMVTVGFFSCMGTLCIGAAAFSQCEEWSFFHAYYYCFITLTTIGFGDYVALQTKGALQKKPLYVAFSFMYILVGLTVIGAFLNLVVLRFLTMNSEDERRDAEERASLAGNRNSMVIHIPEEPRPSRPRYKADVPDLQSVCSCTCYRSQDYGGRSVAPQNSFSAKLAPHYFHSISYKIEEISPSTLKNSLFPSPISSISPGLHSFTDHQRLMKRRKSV
hERG protect: compounds protecting human hERG from proarrhythmic drug block | Q12809 | CHO-hERG, FluxOR thallium flux, dofetilide IC70 present | activation (rescue from dofetilide block), less the hit threshold, % at 10 µM | hit rate 0.51% among 310,000 | AID 1511;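 active means activation above the mean of controls blocked by dofetilide plus 5 SD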;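 further: thallium influx through hERG after potassium depolarization seen as dye fluorescence rise; in these data hits start at about 4.7%; inactives centre near -7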
KCNQ1 block: blocks the human KCNQ1 potassium channel. P51787. CHO-K1 KCNQ1, FluxOR thallium flux fluorescence; stronger effect = higher value. AID 2642. hit rate 1.3% among 310,000. B-score at 10 µM;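 active means compounds whose thallium flux B-score, printed positive for inhibition, exceeds three library SD while starting fluorescence stays within three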;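 further: channel opened by potassium depolarization with thallium stimulus after 20 min compound exposure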
SKKanGAS inh: SKKanGAS growth inhibition; inhibition, % at 7.5 µM; AID 1662; hit rate 1.3% among 300,000; S. pyogenes SKKanGAS, kanamycin growth, BacTiter-Glo, 6 h;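 active means mean replicate score, as percent of positive control median, at least 50; inconclusive means mean below 50 but one replicate at or above 50; inactive means mean and every replicate below 50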;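 further: strain carries kanamycin resistance gene driven by streptokinase promoter and grows in 40 µg/ml kanamycin; loss of luminescence reflects streptokinase promoter inhibition or plain growth inhibition; 0% = median of DMSO wells and 100% = positive control at its reference dose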
KCNQ1 act: potentiates or activates the human KCNQ1 potassium channel | B-score at 10 µM | CHO-K1 KCNQ1, thallium flux FluxOR fluorescence; stronger effect = higher value | hit rate 0.35% among 310,000 | AID 2648;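 active means fluorescence ratio B-score, a plate-corrected score, at least three library SD, with initial intensity B-score within 5 SD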
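Schedule – 37 °C overnight plating, 90-min dark dye load, 20-min compound pretreatment · System – stable KCNQ1 CHO-K1 line · Probe or stimulus – thallium- and potassium-containing depolarizing buffer · Measured by – kinetic FluxOR fluorescence, 10 s baseline plus 110 s post-stimulus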
Numbers without * were called inactive; i = inactive; ? = inconclusive; . = not tested or not shown.

Values run as follows: TMEM16A inh, KCNK3 inh, HDAC3 inhib, RGS4 pot, RGS4 inh, TMEM16A act, KCNK9 block, hERG protect, KCNQ1 block, SKKanGAS inh, KCNQ1 act
1	COc1ccc(C)cc1S(=O)(=O)NCC(c1ccc2c(c1)OCO2)N1CCN(C)CC1 (stereo not given)
  i, i, 3.0, i, i, i, i, -15.7, i, 7.8, i
2	COc1ccc(Nc2ccc(Nc3ccc(OC)cc3)nn2)cc1
  i, i, 4.0, i, i, i, i, 2.0, i, -0.3, i
3	O=C(COc1cccc([N+](=O)[O-])c1)NN1C(=O)c2ccccc2C1=O
  i, i, 0.0, i, i, i, i, 0.4, i, -1.5, i
4	Cc1ccc(S(=O)(=O)N2CCN(S(=O)(=O)c3ccccc3)C2c2ccc(N(C)C)cc2)cc1 (stereo not given)
  i, i, 2.6, i, i, i, i, -2.6, i, -12.9, i
5	O=C(NCc1ccc(N2CCCC2=O)cc1)Nc1cccc2ccccc12
  i, i, -5.4, i, i, i, i, -2.8, i, -5.7, i
6	CN(C(=O)CSc1nnc(-c2ccccc2)n1C)C1CCS(=O)(=O)C1 (stereo not given)
  i, i, -6.5, i, i, i, i, -6.4, i, 1.7, i
7	COc1ccc2c(-c3ccccc3)cc(SCC(N)=O)nc2c1
  i, i, -2.0, i, i, i, i, -18.5, i, -5.9, i
8	Cc1cccc(C)c1-n1c(=O)n(Cc2ccccc2)c(=O)c2[nH]cnc21
  i, i, ., i, i, i, i, -12.1, i, -14.3, i
9	Cn1c2ccccc2c2nnc(SCc3nnc(-c4ccccc4)o3)nc21
  i, ., ?, i, i, ., i, -6.5, i, -16.3, i
10	NC(=O)C(NC(=O)OCc1ccccc1)c1ccccc1 (stereo not given)
  i, i, -8.6, i, i, i, i, -9.3, i, 8.9, i

The results go on.
Values run as follows: TMEM16A inh, KCNK3 inh, HDAC3 inhib, RGS4 pot, RGS4 inh, TMEM16A act, KCNK9 block, hERG protect, KCNQ1 block, SKKanGAS inh, KCNQ1 act
11	COCCn1ccc2c(OCC(=O)NCCc3ccc(OC)c(OC)c3)cccc2c1=O
  i, i, -2.6, i, i, i, i, -5.5, i, -3.8, i
12	O=C(NCCOc1ccccc1)C1Nc2ccc(OC(F)(F)F)cc2C2C=CCC12 (stereo not given)
  i, i, 3.4, i, i, i, i, -5.9, i, 7.0, i
13	Cc1ccc(-c2nnn(CC(=O)N(CC3CCCO3)C(C(=O)NC(C)(C)C)c3ccc(F)cc3)n2)o1 (stereo not given)
  i, i, 5.5, i, i, i, i, -10.4, i, 0.7, i
14	Cn1nccc1NC(=O)Nc1ccc(OC(F)(F)F)cc1
  i, i, 9.6, i, i, i, i, -6.4, i, 1.5, i
15	C/C(=N\N)c1c(-c2ccccc2)c2cc(Br)ccc2[nH]c1=O
  i, i, 2.6, i, i, i, i, -6.4, i, -4.0, i
16	Nc1cc(N)c(OCC(F)(F)F)cc1OCC(F)(F)F
  i, i, -0.1, i, 6.74*, i, i, -2.9, i, 3.9, i
17	CS(=O)(=O)Nc1cccc(C(=O)CC2(O)C(=O)Nc3ccc(Br)cc32)c1 (stereo not given)
  i, i, -1.1, i, i, i, i, -5.6, i, -6.6, i
18	Cc1ccc(S(=O)(=O)CCC(=O)OCC(=O)c2c(C)[nH]c3ccccc23)cc1
  i, i, -1.6, i, i, i, i, -9.3, i, 12.8, i
19	O=c1[nH]cnc2c1C(c1ccc(Cl)cc1)c1c(nc[nH]c1=O)O2
  i, i, 2.5, i, i, i, i, -0.2, i, 0.6, i
20	Cc1ccc(/C=C2/SC(=Nc3ccc(F)cc3)NC2=O)s1
  i, i, 9.7, i, i, i, i, 0.2, i, -0.6, i

Next structures
Values run as follows: TMEM16A inh, KCNK3 inh, HDAC3 inhib, RGS4 pot, RGS4 inh, TMEM16A act, KCNK9 block, hERG protect, KCNQ1 block, SKKanGAS inh, KCNQ1 act
21	CCOC(=O)CSc1nnc2c3ccccc3n(C)c2n1
  i, i, 1.9, i, i, i, i, -5.8, i, -1.1, i
22	CCOC(=O)c1oc2nc(CC(C)C)c3c(c2c1N)CCC3
  i, i, -22.2, i, i, i, i, -7.9, i, -1.7, i
23	COc1cc(NC(=S)Nc2cccnc2)cc(OC)c1
  i, i, -2.7, i, i, i, i, -3.2, i, 6.5, i
24	O=C(O)COc1ccccc1/C=N/NC(=O)/C(=C\c1ccc2c(c1)OCO2)NC(=O)c1ccccc1
  i, i, 9.7, i, i, i, i, -9.6, i, -4.3, i
25	CCOc1ccccc1C(=O)Nc1nnc(CC)s1
  i, i, 4.4, i, i, i, i, -7.5, i, -4.7, i
26	Cc1ccccc1CN1CCC(n2nccc2NC(=O)CCOc2ccccc2)CC1
  i, i, 4.0, i, i, i, i, -3.4, i, -10.4, i
27	Cc1ccc(N2CCN(C(=O)c3ccccc3Br)CC2)c(C)c1
  i, i, 6.3, i, i, i, i, -6.8, i, 2.2, i
28	CCOc1cc(Br)c(C(C)NC(=O)c2cccnc2)cc1OCC (stereo not given)
  i, i, 2.4, i, i, i, i, -4.6, i, 0.4, i
29	O=C(CN1CCOCC1)Nc1ccc(S(=O)(=O)NC2CCCCC2)cc1
  i, i, 2.3, i, i, i, i, -7.7, i, 3.3, i
30	Cn1c(=O)c2c(nc(NCc3ccco3)n2Cc2ccc(Cl)cc2Cl)n(C)c1=O
  i, i, -11.8, i, i, i, i, -18.9, i, -4.8, i

Record cards, as listed above. Screens in order: TMEM16A inh, KCNK3 inh, HDAC3 inhib, RGS4 pot, RGS4 inh, TMEM16A act, KCNK9 block, hERG protect, KCNQ1 block, SKKanGAS inh, KCNQ1 act
CCOC(=O)c1oc2nc(CC(C)C)c3c(c2c1N)CCC3 is entered as i, i, -22.2, i, i, i, i, -7.9, i, -1.7, i
CCOc1cc(Br)c(C(C)NC(=O)c2cccnc2)cc1OCC (stereo not given) is entered as i, i, 2.4, i, i, i, i, -4.6, i, 0.4, i
Cc1ccccc1CN1CCC(n2nccc2NC(=O)CCOc2ccccc2)CC1 is entered as i, i, 4.0, i, i, i, i, -3.4, i, -10.4, i
Cc1ccc(N2CCN(C(=O)c3ccccc3Br)CC2)c(C)c1 is entered as i, i, 6.3, i, i, i, i, -6.8, i, 2.2, i

(further entries)
Values run as follows: TMEM16A inh, KCNK3 inh, HDAC3 inhib, RGS4 pot, RGS4 inh, TMEM16A act, KCNK9 block, hERG protect, KCNQ1 block, SKKanGAS inh, KCNQ1 act
31	CCCCNC(=O)C1CCC(CNS(=O)(=O)c2cccc3nsnc23)CC1 (stereo not given)
  i, i, ., i, i, i, i, -13.6, i, 7.8, i
32	COc1ccc(C2OC34CCCCC3C(C#N)(C#N)C2(C#N)C(=N)O4)cc1 (stereo not given)
  i, i, -25.1, i, i, i, i, -15.7, i, -5.0, i
33	COc1ccc(C2C(O)C(c3c[nH]c4ccccc34)=NN2C(=O)CCl)cc1 (stereo not given)
  i, i, -6.7, i, i, i, i, -14.8, i, 5.2, i
34	Cn1c(=O)[nH]c(=O)c2c1nc(N1CCOCC1)n2CCSc1nc2ccccc2[nH]1
  i, i, 3.1, i, i, i, i, -1.0, i, 4.7, i
35	O=C1/C(=C\c2cccs2)SC(=S)N1C1CCS(=O)(=O)C1 (stereo not given)
  i, i, ., i, i, i, i, -10.4, i, -5.9, i
36	CCOC(=O)c1cn2nc(Oc3cccc(F)c3)ccc2n1
  i, i, -13.4, i, i, i, i, -6.4, i, -2.1, i
37	CCOc1ccc(N2C(=O)CC(NCc3ccc(S(N)(=O)=O)cc3)C2=O)cc1 (stereo not given)
  i, i, 0.6, i, i, i, i, -10.8, i, 1.2, i
38	COc1ccc(CCNC(=O)CCCCC(=O)NCCc2ccc(OC)cc2)cc1
  i, i, -2.0, i, i, i, i, -5.9, i, -2.4, i
39	O=C(CCSCc1ccccc1Cl)N1CCN(c2cccc(Cl)c2)CC1
  i, i, -2.4, i, i, i, i, -12.4, i, 5.1, i
40	O=C(CSc1ccc2nnc(-c3ccc(Cl)cc3)n2n1)N1CCCC1
  i, i, 6.6, i, i, i, i, -13.7, i, -4.8, i

New compounds follow
Values run as follows: TMEM16A inh, KCNK3 inh, HDAC3 inhib, RGS4 pot, RGS4 inh, TMEM16A act, KCNK9 block, hERG protect, KCNQ1 block, SKKanGAS inh, KCNQ1 act
41	COc1ccc(CN(Cc2cccn2C)C(=O)c2cc3cc(OC)ccc3[nH]2)cc1
  i, i, -13.0, i, i, i, i, -4.3, i, 12.2, i
42	O=C(NCCc1ccc(F)cc1)N[C@@H](Cc1ccccc1)C(=O)O
  i, i, -5.6, i, i, i, i, -2.3, i, -2.1, i
43	COc1ccc2c(c1)C1NC(=S)NC(C)(O2)C1C(=O)Nc1ccccc1C (stereo not given)
  i, i, -3.2, i, i, i, i, -6.2, i, -1.8, i
44	Cn1sc(NC(=O)c2ccccc2Cl)nc1=O
  i, i, 7.2, i, i, i, i, -2.0, i, -5.6, i
45	O=C(NC1CCS(=O)(=O)C1)c1cccs1 (stereo not given)
  i, i, 1.2, i, i, i, i, -5.7, i, -7.7, i
46	O=C(CN1C(=O)c2ccccc2C1=O)Nc1cc([N+](=O)[O-])ccc1O
  i, i, ?, i, i, i, i, -0.5, i, -3.3, i
47	CCOc1ccccc1CNCCNCC(C)O (stereo not given)
  i, i, -6.4, i, i, i, i, -5.7, i, -1.2, i
48	CC(=O)OCC(=O)[C@@]1(O)CC[C@H]2[C@@H]3CCC4=CC(=O)C=C[C@]4(C)[C@@]3(Cl)[C@@H](Cl)C[C@@]21C
  i, i, 2.5, i, i, i, i, -3.2, i, -3.4, i
49	O=C(CCCCCNc1nc(=S)[nH]c2ccccc12)NCCc1c[nH]c2ccccc12
  i, i, 2.0, i, i, i, i, -7.1, i, 9.0, i
50	O=C(NCCCN1CCOCC1)c1ccc(CS(=O)(=O)c2cccc(C(F)(F)F)c2)o1
  i, i, -4.8, i, i, i, i, -9.2, i, 3.2, i
51	Cc1ccc(S(=O)(=O)NCC2CCC(C(=O)NCc3ccc4c(c3)OCO4)CC2)cc1 (stereo not given)
  i, i, 0.2, i, i, i, i, -5.8, i, -28.6, i
52	COc1ccc(OC)c(Cc2nnc(CCC(=O)NC(C3CC3)C3CC3)o2)c1
  i, i, -2.9, i, i, i, i, -7.8, i, -6.8, i
